AddAB inh = growth inhibition of E. coli expressing H. pylori AddAB, primary screen, AddAB inhibitor project, absorbance | 0.29% of 330,000 active | inhibition, % at 11.9 µM; in the data active = inhibition above about 12%;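 also: 0% = vehicle wells of infected cells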
CAL PDZ FP-1 = untagged CAL PDZ binding inhibitors, primary screen, biochemical, fluorescence polarization, HTS. purified CAL PDZ, TMR-peptide fluorescence polarization, 1 h. 0.92% of 300,000 active. AID 602252, 2012. inhibition, % at 24.9 µM;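 active = mean inhibition of at least 30% with at least half of replicates also reaching 30%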;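 also: 0% = DMSO neutral control and 100% = excess unlabeled competitor peptide PRC23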
Ecoli viability = E. coli V3065 growth inhibition, primary screen, counter-screen for AddAB inhibitor project, absorbance, OD600. 0.27% of 330,000 active. 18 h. inhibition, % at 11.9 µM;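 active = inhibition above the campaign's mean inhibition across all tested compounds plus 3 SD, cut at about 9.9% in these data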;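 also: uninfected addAB+ strain grown without phage in ampicillin broth; 0% = DMSO wells and 100% = ciprofloxacin 0.95 µg/ml wells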
Wnt act = Wnt/beta-catenin pathway activators, primary screen, cell-based, plate reader, single point | 1.2% of 300,000 active | AID 743398, 2014 | Wnt/beta-catenin reporter cell assay, activator | activation, % at 9.35 µM; in the data active = activation above about 30%, passing the limit was not always enough;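 also: 0% = neutral control wells and 100% = positive control wells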
CAL PDZ FP-2 = CAL PDZ peptide-binding inhibitors, primary screen, biochemical, fluorescence polarization, Cer-tagged CAL PDZ, HTS | inhibition, % at 20 µM | AID 504414, 2011 | Golgi-associated PDZ and coiled-coil motif-containing protein (Homo sapiens), Q9HD26 | purified CAL PDZ, TMR-peptide fluorescence polarization, 1 h | 0.02% of 330,000 active;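 active = highest replicate inhibition of at least 40%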;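 also: plate controls were DMSO neutral control wells for no effect and unlabeled competitor peptide control wells for full effect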
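System: purified tagged CAL PDZ domain construct (CerCALP). Schedule: 1 h incubation at room temperature before polarization reading. Medium: 25 mM sodium phosphate pH 7.4, 150 mM NaCl, TCEP, IgG, Thesit. Read-out: percent inhibition from loss of millipolarization. Measured by: FP readout, S and P plane fluorescence. Probe or stimulus: fluorescent TMR peptide probe.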
MITF TRPM1 HTS = activators of MITF-driven TRPM1 promoter reporter, primary screen, cell-based, SK-MEL-5, luciferase, single point | SK-MEL-5 TRPM1-promoter luciferase, 24 h; % of positive control, neutral wells = 0 | activation, % at 12.5 µM | 0.75% of 300,000 active;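 active = mean activation of at least 80% with every replicate also reaching 80%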;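 also: 0% = neutral control wells and 100% = parthenolide positive control wells; values of inactives mirror those of a sister screen read the other way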
SR-BI HDL uptake = inhibitors of SR-BI mediated HDL lipid uptake, primary screen, ldlA[mSR-BI] cells, fluorescence, single point | AID 488896, 2010 | 0.96% of 320,000 active | inhibition, % at 12.5 µM | Scavenger receptor class B member 1 (Mus musculus), Q61009 | ldlA[mSR-BI] CHO cells, DiI-HDL uptake fluorescence, 3 h;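 active = mean replicate inhibition of at least 70% and a set share of replicates each scoring 70 or more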;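 also: 0% = median of neutral control wells and 100% = median of positive control wells; values of inactives mirror those of a sister screen read the other way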
Target sequence (Q61009 whole entry, looked up): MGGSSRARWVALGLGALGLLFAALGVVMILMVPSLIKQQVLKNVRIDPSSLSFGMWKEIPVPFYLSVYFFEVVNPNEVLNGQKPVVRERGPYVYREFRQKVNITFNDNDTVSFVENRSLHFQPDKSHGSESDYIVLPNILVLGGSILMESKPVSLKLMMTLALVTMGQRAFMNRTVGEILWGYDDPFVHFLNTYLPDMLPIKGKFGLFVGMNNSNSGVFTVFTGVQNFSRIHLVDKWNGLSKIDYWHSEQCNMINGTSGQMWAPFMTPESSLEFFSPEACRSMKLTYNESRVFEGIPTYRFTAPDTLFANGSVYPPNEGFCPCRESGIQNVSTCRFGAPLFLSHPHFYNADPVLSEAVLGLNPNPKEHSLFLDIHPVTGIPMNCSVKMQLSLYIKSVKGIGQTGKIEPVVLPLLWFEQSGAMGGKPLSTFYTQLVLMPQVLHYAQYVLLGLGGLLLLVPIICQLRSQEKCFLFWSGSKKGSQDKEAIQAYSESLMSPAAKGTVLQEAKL
phage Ecoli inh = growth loss of phage-infected E. coli, primary screen, RecBCD inhibitor project, absorbance, with phage, HTS. inhibition, % at 11.9 µM. 0.26% of 360,000 active. AID 651602, 2012; in the data active = inhibition above about 11%
SR-BI uptake up = activators of SR-BI mediated DiI-HDL uptake, primary screen, ldlA[mSR-BI] CHO cells, DiI fluorescence | 3 h; 100 = double the neutral-control signal | activation, % at 12.5 µM | 0.096% of 320,000 active;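 active = mean replicate activation of at least 60% and every replicate at or above 60%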;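 also: 0% = median plate neutral-control signal and 100% = twice that signal; values of inactives mirror those of a sister screen read the other way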
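system = CHO ldlA[mSR-BI] cells, LDL receptor-null, SR-BI overexpressing | medium = Ham's F12 with 0.5% BSA, HEPES 25 mM, pH 7.4 | probe or stimulus = DiI-HDL 10 µg/mL | compound dosing = single-point compound dose | incubation = compound exposure 3 h, 37 °C | technique = DiI fluorescence, bottom read | read-out = cell-associated DiI fluorescence as measure of HDL uptake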
Tat export inh = E. coli Tat export inhibitors, primary screen, MC4100, TorA-mCherry reporter, fluorescence, single point; AID 488895, 2010; 0.036% of 340,000 active; inhibition, % at 10 µM;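 active = mean replicate inhibition at least 50% and at least half of replicates individually reaching 50%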;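 also: exported cargo escapes ClpAP degradation while cytoplasmic cargo is degraded and loses fluorescence; 0% = median of neutral control wells and 100% = median of NaSCN control wells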
* marks the source's active call; other numbers are inactive results; x = not tested or not shown. Rows were taken by chance; overall some 3.6% were active at least once.

SMILES	AddAB inh	CAL PDZ FP-1	Ecoli viability	Wnt act	CAL PDZ FP-2	MITF TRPM1 HTS	SR-BI HDL uptake	phage Ecoli inh	SR-BI uptake up	Tat export inh
O=c1[nH]c2c(c3c1CCCC3)CCCC2	0.3	-1.2	-0.4	-2.5	-1.1	15.9	-9.5	2.7	9.5	-4.2
CC(C)(C)c1ccccc1OCC(=O)Nc1ccccc1C(=O)NCc1cccnc1	1.7	-4.6	-1.5	-2.0	-0.8	1.2	9.8	2.4	-9.8	14.6
O=C(O)c1cccc(N2C(=O)c3ccc(C(=O)c4cccc([N+](=O)[O-])c4)cc3C2=O)c1	3.4	1.8	-0.5	0.6	-2.0	11.3	x	-1.5	x	0.5
COc1ccc(/C(C)=N/NC(=O)Cc2ccc(Cl)cc2)cc1	1.6	5.2	-3.2	-1.5	x	-8.5	14.2	1.6	-14.2	-10.7
CCOC(=O)c1c(C)[nH]c(C(=O)C(C)OC(=O)c2cccc(OCc3c(C)noc3C)c2)c1C (stereo not drawn)	0.3	-1.7	-0.9	-1.4	-0.3	-8.2	20.0	1.7	-20.0	-4.4
Cc1cc(N2CC(C)OC(C)C2)nc2ccccc12 (stereo not drawn)	0.8	-1.0	-1.1	-0.4	-2.3	-9.3	0.9	-0.3	-0.9	5.0
CC(C)C[C@@H](CNCC(=O)[C@H](CC(C)C)NC(=O)c1[nH]cnc1C(=O)N[C@@H](C)CN)NC(=O)c1nc[nH]c1C(=O)N[C@@H](CC(C)C)C(=O)O	x	-3.3	x	-2.4	-0.5	5.6	-0.5	0.7	0.5	7.0
O=C(COc1c(Br)cc(Br)c2cccnc12)Nc1ccccc1F	-2.5	x	-5.0	-0.2	0.1	x	2.0	-1.9	-2.0	-4.4
CCOc1ccc(S(=O)(=O)Nc2cccc(C(=O)NCC(c3ccco3)N3CCCC3)c2)cc1 (stereo not drawn)	1.6	-3.2	-3.3	-0.4	-1.0	-12.2	-7.4	0.0	7.4	-0.5
O=S(=O)(Nc1ccc(O)c2ccccc12)c1cccs1	1.8	2.6	-2.3	1.5	1.1	-55.2	5.3	0.8	-5.3	-3.4
COc1cc(NC(=S)N(C)CCC#N)c(OC)cc1Cl	-1.3	-3.5	0.4	0.7	-0.9	-4.0	8.3	1.2	-8.3	11.9
CC(C)(C)C(CO)NC(=O)c1ccc[nH]1 (stereo not drawn)	0.1	1.7	-0.7	0.4	0.3	-2.9	-15.9	9.0	15.9	3.2
Clc1ccccc1Sc1cnc2ccccc2n1	0.2	-2.2	-0.4	x	-0.8	7.5	-5.4	1.9	5.4	-2.3
Cc1ccc(CNC(=O)CCc2c(C)nn(-c3ccc(N4CCOCC4)nn3)c2C)cc1	3.9	-2.3	-0.3	-0.1	-1.1	3.7	17.1	0.8	-17.1	-4.5
Brc1ccccc1-c1nc2c3ccccc3ncn2n1	3.0	-3.5	0.9	39.3*	-0.7	47.7	13.8	3.6	-13.8	2.3
Cc1ccc(C)c(NC(=O)N2CCCCCC2)c1	0.9	-3.1	0.8	-1.7	1.2	-3.9	-6.7	2.2	6.7	0.4
O=S(=O)(c1ccc(Cl)cc1)N1CCN(Cc2c[nH]c3ccccc23)CC1	3.1	-1.5	-1.2	x	0.1	x	-21.8	2.5	21.8	3.3
CN(CC(=O)Nc1ccc(F)cc1)CC(=O)N(C)C1(C#N)CCCCC1	3.6	-1.0	-2.8	0.1	-0.4	13.7	-16.8	0.3	16.8	-8.0
Cc1ccc(OCc2cc(C(=O)N(C)Cc3cc(C4CC4)n[nH]3)no2)cc1C	1.4	-3.3	1.2	-7.2	-1.5	-4.5	12.1	3.3	-12.1	8.4
N#Cc1ccccc1S(=O)(=O)N1CCC(C(=O)Nc2cccc(C(=O)NC3CC3)c2)CC1	x	-2.1	x	-1.4	-0.3	4.4	10.6	4.0	-10.6	3.1

2 entries from above in another layout.
Order of values: AddAB inh	CAL PDZ FP-1	Ecoli viability	Wnt act	CAL PDZ FP-2	MITF TRPM1 HTS	SR-BI HDL uptake	phage Ecoli inh	SR-BI uptake up	Tat export inh
Brc1ccccc1-c1nc2c3ccccc3ncn2n1
→ 3.0	-3.5	0.9	39.3*	-0.7	47.7	13.8	3.6	-13.8	2.3
Cc1ccc(CNC(=O)CCc2c(C)nn(-c3ccc(N4CCOCC4)nn3)c2C)cc1
→ 3.9	-2.3	-0.3	-0.1	-1.1	3.7	17.1	0.8	-17.1	-4.5

Next part.
SMILES	AddAB inh	CAL PDZ FP-1	Ecoli viability	Wnt act	CAL PDZ FP-2	MITF TRPM1 HTS	SR-BI HDL uptake	phage Ecoli inh	SR-BI uptake up	Tat export inh
Cc1nnc2n(-c3ccccc3)c(=O)c3c4c(sc3n12)COC(C)(C)C4	-0.1	-8.6	2.0	-1.3	-0.2	-3.9	-27.2	3.2	27.2	-6.3
O=C(CSc1nc2c(c(=O)n1-c1ccc(Br)cc1)SCC2)NCc1ccco1	2.8	-3.8	-1.5	-1.0	-2.2	-8.0	3.5	0.9	-3.5	-3.5
Cn1ccnc1C(=O)c1cccc(Br)c1	2.0	-3.1	2.6	22.2	-1.4	6.7	x	2.8	x	-6.0
CCCOC1(NC(=O)c2ccccc2)C(C)=CC(=O)C=C1C	2.2	1.5	0.1	5.5	-1.0	x	-17.6	1.6	17.6	2.4
CCN(CC)C(=O)N1CCC(NC(=O)c2ccc(C(C)(C)C)cc2)CC1	2.8	-3.4	2.5	x	-1.7	x	8.3	1.2	-8.3	-3.9
O=C(CN1CCN(S(=O)(=O)c2ccc(Cl)cc2)CC1)Nc1ccc(F)cc1F	2.9	-4.1	1.4	x	-1.1	23.0	-16.0	x	16.0	-0.9
O=C(Nc1nc2n(n1)C(c1ccccc1)C=C(c1ccccc1)N2)c1ccco1 (stereo not drawn)	0.8	-6.5	1.6	x	-0.1	-3.5	3.2	0.4	-3.2	-1.6
COc1cccc(-c2nn(C)c3sc(C(=O)NCc4ccccn4)cc23)c1	-1.2	x	-0.7	x	-6.5	x	25.5	-1.2	-25.5	-9.3
O=C1NC[C@H](CC2CCCCC2)N(CC2CCCCC2)C1=O	2.9	2.1	0.3	0.3	0.5	5.8	7.0	-0.4	-7.0	-4.1
Cc1cccc(NC(=O)COc2ccc3oc4c(c3c2)CCCC4)n1	1.4	-0.1	0.4	1.6	-0.9	18.8	-1.5	1.7	1.5	0.4
COc1cccc(CNC(=O)CCS(=O)(=O)c2ccccc2Cl)c1	1.2	x	-0.2	-2.7	-0.1	1.1	-17.6	2.3	17.6	-3.7
O=C(CCl)Nc1cn(-c2ccccc2)nc1-c1ccc(F)cc1	-0.2	3.4	-0.2	2.3	-1.3	-46.0	6.0	-2.0	-6.0	-6.8
CCOC(=O)CN1C(=O)C(=O)N(Cc2c(Cl)cccc2Cl)C1=O	-0.7	-0.9	0.0	1.8	0.7	5.3	-15.5	1.3	15.5	-1.2
O=C(Nc1ccccc1N1CCCC1)c1cccc(S(=O)(=O)N2CCOCC2)c1	3.1	7.6	3.0	0.4	-0.2	-7.4	11.8	1.9	-11.8	-4.6
O=c1[nH]c2ccsc2c(=O)n1-c1ccc(F)c(Cl)c1	0.3	x	-3.2	x	-0.6	-5.1	-5.4	0.6	5.4	-12.3
CCN(CC)S(=O)(=O)c1ccc(OC)c(NC(=O)c2ccc(OC)c([N+](=O)[O-])c2)c1	1.1	-3.2	-0.7	x	-2.0	-0.6	38.5	1.9	-38.5	0.9
O=C(COc1ccccc1F)NCc1nc2ccccc2[nH]1	-0.6	1.1	0.3	-5.1	-3.5	-5.9	-1.2	2.1	1.2	2.5
Cc1cc(S(=O)(=O)Nc2ccc(F)cc2)c(C)s1	-1.1	x	0.1	x	-1.8	-5.2	-10.7	4.5	10.7	-5.7
Cn1c2ccc(F)cc2c2ncn(Cc3ccccn3)c(=O)c21	-0.1	-4.6	-0.3	0.2	-1.2	0.0	13.1	-3.8	-13.1	8.3
CCOC(=O)N1CCN(C(=O)c2ccc(Cl)c(S(=O)(=O)N3CCCC3)c2)CC1	1.7	-1.9	-0.8	-2.3	-0.6	-5.6	-3.6	1.2	3.6	0.9
COCCn1cc(C(=O)NCCCN2CCC(C)CC2)c2c3ccccc3n(C)c2c1=O	0.3	-1.4	-0.2	2.8	-0.5	26.6	-3.4	3.0	3.4	8.1
CCC(CC)C(=O)NCCc1cc2cc(C)c(C)cc2[nH]c1=O	1.1	x	0.7	-4.9	0.4	2.1	-10.7	2.1	10.7	-3.8
Cc1cc(C)c(C2C(C#N)=C(N)Oc3n[nH]c(C)c32)cc1CN1CCCC1 (stereo not drawn)	4.7	-8.3	3.5	0.7	-2.8	-4.1	3.4	3.1	-3.4	-3.6
CN(C)c1ccc(C(O)Cc2nc3ccccc3n2C)cc1 (stereo not drawn)	-2.4	1.0	-1.5	0.5	-1.5	-8.3	13.4	0.0	-13.4	6.2
COc1ccc(/C=N/OCc2nc3c4c(ncn3n2)Oc2ccc3ccccc3c2C4c2ccccc2)cc1 (stereo not drawn)	0.0	-9.8	-0.4	x	-0.5	-4.4	7.1	0.5	-7.1	11.5
CCCC/C(O)=C1\C(=O)CC(C)(C)CC1=Nc1ccc(OC)cc1	1.7	-2.4	0.5	x	-1.6	x	25.9	0.4	-25.9	0.8
CCCCOC(=O)n1c(=O)oc2ccccc21	1.9	-2.0	-0.5	11.8	-0.6	33.4	-19.9	2.7	19.9	-1.0
Cn1cc(S(=O)(=O)NCc2ccc3c(c2)OCO3)c(C(F)(F)F)n1	-0.2	-5.1	1.5	-0.9	-0.3	7.0	-7.2	2.4	7.2	3.5
CSc1nc2c(c(=O)[nH]1)C(c1ccccc1)C1=C(CC(C)(C)CC1=O)N2 (stereo not drawn)	2.4	-0.6	0.5	-0.9	-1.0	17.3	0.5	5.0	-0.5	-0.6
Cc1ccc2cc(CN(Cc3ccco3)C(=O)NCc3ccccc3)c(=O)[nH]c2c1C	0.9	-1.4	1.3	x	-1.9	-10.2	-1.3	3.1	1.3	-4.9
Cc1cc(SCC(=O)N2CCCC2)nc2ccccc12	-0.8	1.5	2.0	x	-1.9	x	24.4	2.8	-24.4	6.0
CCC(C)Nc1nc(N)c([N+](=O)[O-])c(NCc2ccccc2)n1 (stereo not drawn)	x	-3.0	x	4.5	-1.7	2.4	4.6	0.7	-4.6	11.9
COc1cc(C)nc(NCc2ccccc2)n1	2.0	-3.0	-0.3	-2.7	-2.8	x	-9.7	5.0	9.7	-0.7
O=C1c2ccccc2C(=O)N1CCSc1nnc(-c2ccco2)n1Cc1ccccc1	0.1	-18.4	-1.0	x	x	12.1	4.4	3.1	-4.4	1.0

Screens (PubChem BioAssay)
